# Screens deposited in PubChem BioAssay by Broad Institute.
# DENV2 CPE: protects cells from dengue virus 2 cytopathic effect. AID 651640. DENV2-infected cells, cytopathic effect rescue, plate reader. CPE inhibition, % at 9.99 µM. actives 1.7% (n = 350,000); in the data active = CPE inhibition above about 20%, passing the limit was not always enough; inconclusive = no clear call, values can overlap the other calls; tested in BHK-21 cells;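 note: 0% = median of neutral control wells and 100% = median of positive control wells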
# PAX8 inh HTS: inhibitors of PAX8 transcriptional activity in RMG-I cells. inhibition, % at 12.6 µM. RMG-I TPO-luciferase reporter, SteadyGlo, 24 h. actives 1.2% (n = 360,000). AID 652154;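 active = mean replicate inhibition at least 60% with every replicate also reaching 60%; inconclusive = only one of the two criteria is met; inactive = mean below 60% and not all replicates reaching 60%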;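 note: luciferase light reporting Pax8 driven TPO promoter activity; plate controls were median of neutral control wells for no effect and mitoxantrone controls for full effect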
# LGR2 antag: Drosophila LGR2 receptor signaling inhibition | HEK293 LGR2, CRE-luciferase, bursicon-stimulated, 4 h | inhibition, % at 9.99 µM | actives 0.35% (n = 380,000) | AID 720647;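 active = drop in luminescence signal, shown as inhibition above about 50% in the replicate tests, limit read from the data, passing the limit was not always enough; inconclusive = probably only some replicates passing the limit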;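 note: agonist challenge used bursicon conditioned medium at about half maximal strength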
# EWS-Fli block: EWS/Fli transcriptional activity inhibition; A673 NR0B1-luciferase reporter, viability-normalised; inhibition, % at 12.6 µM; actives 0.67% (n = 350,000);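 active = mean inhibition of at least 50% after viability correction, with every replicate also passing that limit; inconclusive = mean reaches 50% but only one of two replicates passes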;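 note: firefly luciferase signal divided by Alamar Blue viability fluorescence both relative to DMSO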
# CASP6 VEID inh: inhibitors of human caspase-6 | purified caspase-6, Z-VEID-R110 cleavage fluorescence | inhibition, % at 12.5 µM | actives 0.53% (n = 350,000) | AID 686996;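 active = mean inhibition across replicates at least about 35%, with every replicate also reaching that limit, limit read from the data; inconclusive = only one of the two criteria met; inactive = neither criterion met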;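 note: 0% = median of neutral control wells and 100% = no fluorescence left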
# Target sequence (P55212 24-179 limits assumed): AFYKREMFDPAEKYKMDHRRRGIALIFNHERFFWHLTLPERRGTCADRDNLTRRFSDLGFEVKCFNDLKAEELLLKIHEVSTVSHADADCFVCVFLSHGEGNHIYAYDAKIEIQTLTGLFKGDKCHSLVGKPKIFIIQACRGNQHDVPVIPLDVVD
# Target sequence (P55212 194-293 limits assumed): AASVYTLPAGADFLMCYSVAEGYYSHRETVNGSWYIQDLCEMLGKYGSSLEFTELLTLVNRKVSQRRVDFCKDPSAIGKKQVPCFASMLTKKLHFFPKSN
# ARNT-TACC3 inh: disruptors of human ARNT/TACC3 interaction; actives 0.66% (n = 390,000); inhibition, % at 9.99 µM; AID 623870; Q9Y6A5; AlphaScreen His-ARNT PAS-B/GST-TACC3 binding, luminescence; TACC3 fragment carries E629A point mutation;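 active = mean inhibition of replicates at least 50% and at least half of replicates each reaching 50%; inconclusive = half or more replicates reach 50% but mean below 50%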;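 note: 0% = complete ARNT plus TACC3 wells and 100% = ARNT alone without TACC3; many hits fall short of the cut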
# SIRT5 inh: blocks human SIRT5 desuccinylation of peptide; AID 652115; actives 1.1% (n = 330,000); inhibition, % at 15 µM; Purified SirT5, succinyl-peptide AMC, trypsin-coupled fluorescence; Q9NXA8; in the data active = inhibition above about 15%; inconclusive = no clear call, values can overlap the other calls
# Target sequence (Q9NXA8 whole entry, looked up): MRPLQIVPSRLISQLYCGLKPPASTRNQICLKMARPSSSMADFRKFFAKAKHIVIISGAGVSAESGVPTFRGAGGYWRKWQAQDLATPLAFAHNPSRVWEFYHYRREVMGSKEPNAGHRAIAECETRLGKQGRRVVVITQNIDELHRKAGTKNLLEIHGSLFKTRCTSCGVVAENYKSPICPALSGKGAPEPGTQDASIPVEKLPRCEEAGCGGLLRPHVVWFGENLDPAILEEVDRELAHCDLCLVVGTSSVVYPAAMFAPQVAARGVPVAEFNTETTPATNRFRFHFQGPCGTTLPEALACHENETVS
# Active calls of the source: *; u = inconclusive; x = not tested or not shown.
1	CCN(CC)C(=S)SC1CCCCN(C(=O)c2ccccc2)C1=O (configuration not stated)
2	COc1ccc(CN(C)C(=O)CCN2C(=O)c3ccccc3C2=O)c(OC)c1OC
3	CCC(=O)N(C)C[C@H]1Oc2cc(C#CC3CCCCC3)ccc2S(=O)(=O)N([C@H](C)CO)C[C@H]1C
4	Cc1cccc(NCc2cccc3ccccc23)n1
5	C[C@@H]1CN([C@@H](C)CO)C(=O)c2cc(NC(=O)Cc3cn(C)c4ccccc34)ccc2O[C@@H]1CN(C)S(=O)(=O)c1cn(C)cn1
6	COc1ccc(CN(C)C[C@H]2Oc3ccc(NC(=O)C4CCCCC4)cc3CC(=O)N([C@@H](C)CO)C[C@@H]2C)cc1
7	Cc1ccccc1NC(=O)CN1C(=O)C2C3CC(C(Br)C3Br)C2C1=O (configuration not stated)
8	CC[N+](C)(C)Cc1ccccc1Br

assay / entry,1,2,3,4,5,6,7,8
DENV2 CPE,2,1,7,-8,0,-4,17,0
PAX8 inh HTS,21,5,21,-43,x,x,63*,-11
LGR2 antag,11,1,13,-40,-3,7,8,9
EWS-Fli block,3,-4,3,-64,-17,0,5,-7
CASP6 VEID inh,-1,-1,3,-2,2,-4,3,x
ARNT-TACC3 inh,0,-2,2,-5,-7,7,-5,-8
SIRT5 inh,0,-7,4,-7,-3,17*,-7,-3

9	CCn1c(SC(C)C(=O)Nc2ccc(N3CCOCC3)cc2)nnc1-c1ccco1 (configuration not stated)
10	COc1cc(NC(=O)CSc2nnc3ccccn23)cc(OC)c1OC
11	COc1ccc(CNC(=O)c2nn(C)c3c2CS(=O)(=O)c2ccccc2-3)cc1
12	C[C@@H]1CN([C@H](C)CO)C(=O)c2cc(NS(=O)(=O)c3ccccc3)ccc2O[C@@H]1CN(C)C(=O)Nc1ccc(C(F)(F)F)cc1
13	COC(CNS(=O)(=O)c1cccc2nonc12)OC
14	CCCOC1CCCN(C(=O)c2ccc(OC3CCN(C(=O)COC)CC3)cc2)C1 (configuration not stated)
15	CCc1ccc(S(=O)(=O)c2cn(C)c3cc(OC)c(OC)cc3c2=O)cc1
16	CN(C)CCCNC(=O)C[C@@H]1CC[C@@H](NS(=O)(=O)c2ccc(F)cc2)[C@@H](CO)O1

assay / entry,9,10,11,12,13,14,15,16
DENV2 CPE,-9,2,8,x,-12,-6,1,1
PAX8 inh HTS,3,-6,8,-8,56,-1,14,-9
LGR2 antag,-5,16,6,13,2,11,5,30
EWS-Fli block,-8,-4,-3,-1,8,-8,-23,0
CASP6 VEID inh,2,-3,1,x,-5,-1,2,-1
ARNT-TACC3 inh,7,x,-6,x,-17,3,-1,-14
SIRT5 inh,-2,-8,-1,x,3,2,-5,0

17	O=C(NCCCN1CCCC1=O)Nc1ccc([N+](=O)[O-])cc1
18	O=C(/C=C1\NC2(CCCC2)Cc2ccccc21)C(=O)N/N=C/c1ccc(O)c(O)c1
19	CCOC(=O)CSc1nc2cc(S(=O)(=O)Nc3ccccc3OC)ccc2o1
20	O=C(C1CC1)N1CCc2cc(S(=O)(=O)N3CCN(c4ccccc4)CC3)ccc21
21	Cc1ccc(C)c(N2CCN(S(=O)(=O)c3c(C)[nH]c(C)c3C(=O)N3CCCC3)CC2)c1
22	CC(=O)N1CCN(C(=O)COC(=O)CNC(=O)c2ccccc2C)CC1
23	c1cc(CNCCN2CCNCC2)ccn1
24	N#CCCN(Cc1cccnc1)C(=O)c1sc2cc(F)ccc2c1Cl

assay / entry,17,18,19,20,21,22,23,24
DENV2 CPE,-3,-4,-3,5,11,7,9,-3
PAX8 inh HTS,-30,53,x,13,-2,3,4,3
LGR2 antag,-5,-4,1,-8,7,-4,-3,9
EWS-Fli block,1,x,-14,x,6,-2,3,6
CASP6 VEID inh,1,12,5,0,1,28,-168,0
ARNT-TACC3 inh,-1,-2,-27,0,0,-20,2,-3
SIRT5 inh,0,x,0,6,-2,-2,-3,7

25	COc1ccc(-c2ccc(C3[C@H]4CNC[C@@H]3N4S(=O)(=O)c3cccc(Cl)c3)cc2)cc1 (some centres not stated)
26	Cc1nc([N+](=O)[O-])c(N2CCOCC2)n1Cc1ccccc1
27	C=CCOC(=O)C1=C(C)NC(=O)NC1c1cc2c(cc1Br)OCO2 (configuration not stated)
28	Cc1noc(C)c1S(=O)(=O)Nc1ccc2c(c1)C(=O)N([C@@H](C)CO)C[C@@H](C)[C@@H](CN(C)Cc1ccccc1)OCCCC[C@@H](C)O2
29	Cc1noc(C)c1C(=O)Nc1nccs1
30	O=C1NC(=Nc2ccc3ccccc3c2)S/C1=C/c1ccco1
31	CC1CCN(S(=O)(=O)c2ccc(C(=O)Nc3nnc(C4CC4)o3)cc2)CC1
32	C[C@@H]1CN([C@@H](C)CO)C(=O)CCCn2cc(nn2)CO[C@@H]1CN(C)S(=O)(=O)c1ccc(F)cc1

assay / entry,25,26,27,28,29,30,31,32
DENV2 CPE,-1,-3,2,-5,19,0,4,0
PAX8 inh HTS,x,6,-7,27,1,2,9,x
LGR2 antag,7,0,6,1,4,-16,3,24
EWS-Fli block,x,0,5,5,x,-19,19,2
CASP6 VEID inh,-1,0,0,2,5,2,-2,-1
ARNT-TACC3 inh,x,0,-3,-1,1,3,43,2
SIRT5 inh,3,-1,0,1,0,-1,-1,0

33	C[C@@H]1CN([C@@H](C)CO)C(=O)c2cc(Br)cnc2O[C@@H]1CN(C)CC1CCCC1
34	CCS(=O)(=O)N1Cc2cc(C(=O)O)nc(-c3cccc(-c4ccc(C#N)cc4)c3)c2[C@@H]1CCO
35	COCC(=O)N1C[C@H]2[C@@H](c3ccccc31)[C@@H](CO)N2C(=O)Nc1ccccc1Cl
36	C/C(=N\NC(=O)c1ccccc1F)c1ccccn1
37	COc1ccccc1-c1nnc(SCC(=O)Nc2oc(C)c3c(C)n[nH]c(=O)c23)n1C
38	O=C(Nc1ccncc1)c1ccc([N+](=O)[O-])cc1Cl
39	Cc1ccc(S(=O)(=O)Nc2ccc3c(c2)CC(=O)N([C@H](C)CO)C[C@H](C)[C@H](CN(C)Cc2ccc(Cl)c(Cl)c2)O3)cc1
40	CC(C)c1ccc2oc(=O)cc(CN3CCCCC3)c2c1

assay / entry,33,34,35,36,37,38,39,40
DENV2 CPE,7,18,18,0,-6,6,-3,7
PAX8 inh HTS,x,-3,-5,11,6,15,7,-9
LGR2 antag,24,x,-1,6,-4,-34,u,-6
EWS-Fli block,-8,x,-7,x,-2,2,-13,5
CASP6 VEID inh,-1,0,-1,10,3,-1,-1,0
ARNT-TACC3 inh,-8,x,-3,26,-36,7,-13,-1
SIRT5 inh,-5,0,0,-1,-5,-2,-4,1

41	COc1cccc(CC2(CO)CCCN(Cc3[nH]c4ccc(C)cc4c3C)C2)c1 (configuration not stated)
42	Cn1cnc(S(=O)(=O)N2C[C@@H](O)COC[C@H]3O[C@@H](CC(=O)N4CCN(c5ccccc5)CC4)CC[C@@H]32)c1
43	Cn1cnc(S(=O)(=O)N2C[C@H](O)COC[C@H]3O[C@@H](CC(=O)NC4Cc5ccccc5C4)CC[C@@H]32)c1
44	O=C(CCc1nnc(CCCCc2ccccc2)o1)NCc1cccc(F)c1
45	Cc1cccc(NC(=O)CNC(=O)[C@@H](Cc2ccccc2)NC(=O)[C@H]2O[C@@H](n3ccc(N)nc3=O)[C@H](O)[C@@H]2O)c1C
46	COc1cccc(-c2nc(N)nc(SC)c2C#N)c1
47	O=C(C[C@H]1C=C[C@H](NC(=O)Nc2cc(F)ccc2F)[C@H](CO)O1)Nc1ccc(-c2ccccc2)cc1
48	COc1ccc(S(=O)(=O)N(C)C[C@@H]2Oc3ccc(NC(=O)CCC(F)(F)F)cc3C(=O)N([C@@H](C)CO)C[C@H]2C)cc1

assay / entry,41,42,43,44,45,46,47,48
DENV2 CPE,-4,-2,0,3,2,3,-1,-3
PAX8 inh HTS,28,5,2,14,-3,-31,x,14
LGR2 antag,5,-4,-24,5,-4,-11,-4,17
EWS-Fli block,-13,-6,9,5,0,-41,-6,2
CASP6 VEID inh,1,-1,2,-2,-3,3,-1,-1
ARNT-TACC3 inh,17,0,-4,x,x,-10,-8,-6
SIRT5 inh,10,4,2,-3,-1,2,x,-3

49	Cc1ccc(S(=O)(=O)NCCc2nc3ccccc3[nH]2)cc1
50	Cc1cccc(N(CC(O)CN2CCOCC2)S(=O)(=O)c2ccccc2)c1 (configuration not stated)
51	CN(Cc1ccccc1)C(=O)c1[nH]cnc1C(=O)N[C@@H](Cc1ccccc1)C(=O)OC(C)(C)C
52	COc1ccc(-c2cc(C(=O)Nc3cc(C)nn3-c3ccccc3)no2)cc1OC
53	Cc1ccc2oc(=O)c3cc(C(=O)NCCCN4C(C)CCCC4C)sc3c2c1 (configuration not stated)
54	CSCC(=O)NC1CCCN(C2Cc3ccccc3C2)C1 (configuration not stated)
55	Cc1cccc(C)c1NC(=O)COC(=O)c1ccc2[nH]c3c(c2c1)CCCC3
56	Cc1ccc2nc(SCC(=O)NCCc3ccccc3)nc(=O)n2c1

assay / entry,49,50,51,52,53,54,55,56
DENV2 CPE,-1,-1,u,4,-2,3,-1,-7
PAX8 inh HTS,-3,-1,19,-6,-24,27,7,2
LGR2 antag,-5,0,23,19,-1,-7,-5,10
EWS-Fli block,3,x,-4,0,33,15,3,-5
CASP6 VEID inh,2,-4,4,0,-9,-2,-4,-6
ARNT-TACC3 inh,-1,-2,1,-6,8,-1,-7,3
SIRT5 inh,-1,-3,1,3,3,x,5,6

57	C[C@H]1CN([C@@H](C)CO)C(=O)c2cccc(NC(=O)CCCCCC(=O)Nc3ccccc3N)c2O[C@@H]1CN(C)C(=O)Nc1cccc2ccccc12
58	CCOC(=O)Cc1csc(NC(=O)CSc2nc(-c3ccccc3)c(C#N)c(=O)[nH]2)n1
59	CC(C)N(C)c1ncnc2c1ncn2[C@H]1CN(CCN2CCOCC2)C[C@@H](CO)O1
60	CCn1c(C)nc2cc(C(=O)NNC(=S)Nc3ccc(Cl)cc3Cl)ccc21
61	CCN(CC)CCN(C(=O)c1c(F)cccc1F)c1nc2cc(C)cc(C)c2s1
62	CCNC(=O)[C@@H]1[C@@H](CO)[C@@H]2Cn3c(ccc(-c4ccc(OC)cc4)c3=O)[C@H]1N2CC
63	CCCCc1cc2ccccc2c(OCCN(C)C)n1
64	Oc1ccc(/C=N/Nc2cc(N3CCOCC3)nc(N3CCOCC3)n2)cc1O
65	O=C(O)c1ccc(N2CCS(=O)(=O)CC2)cc1
66	CCOC(=O)C1CCCN(Cc2cccc(Oc3ccccc3)c2)C1 (configuration not stated)
67	CCN1CCN(c2nc3c(c(=O)[nH]c(=O)n3C)n2CCCc2ccccc2)CC1

assay / entry,57,58,59,60,61,62,63,64,65,66,67
DENV2 CPE,-3,3,9,x,-5,-5,11,-3,4,3,-3
PAX8 inh HTS,-1,40,5,-9,-15,-4,-4,22,-14,-35,-8
LGR2 antag,-22,26,-5,-9,10,6,3,2,10,-8,-19
EWS-Fli block,-2,4,2,x,4,-3,12,-1,-5,-29,4
CASP6 VEID inh,0,4,7,x,-6,1,12,6,-7,3,0
ARNT-TACC3 inh,x,-3,x,-1,-5,-5,-7,20,x,-14,-2
SIRT5 inh,0,1,x,x,-5,-24,-6,5,-2,-9,-2

# Part of the list above in order of molecular weight, descending:
58	CCOC(=O)Cc1csc(NC(=O)CSc2nc(-c3ccccc3)c(C#N)c(=O)[nH]2)n1
67	CCN1CCN(c2nc3c(c(=O)[nH]c(=O)n3C)n2CCCc2ccccc2)CC1
66	CCOC(=O)C1CCCN(Cc2cccc(Oc3ccccc3)c2)C1 (configuration not stated)
63	CCCCc1cc2ccccc2c(OCCN(C)C)n1

assay / entry,58,67,66,63
DENV2 CPE,3,-3,3,11
PAX8 inh HTS,40,-8,-35,-4
LGR2 antag,26,-19,-8,3
EWS-Fli block,4,4,-29,12
CASP6 VEID inh,4,0,3,12
ARNT-TACC3 inh,-3,-2,-14,-7
SIRT5 inh,1,-2,-9,-6
